High-throughput results (PubChem BioAssay)
TRPML3 agonist = human mucolipin-3 channel agonism; Q8TDD5; HEK293 TRPML3-YFP, Fluo-8 calcium fluorescence; 100% = the carbachol control signal; activation, % at 3 µM; actives 0.29% (n = 220,000);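 active means activation above its plate's cutoff, the mean activation of the plate's test wells plus 3 SD, cut at about 12% in these data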;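 further: 0% = DMSO only wells and 100% = carbachol wells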
Target sequence (Q8TDD5 whole entry, looked up): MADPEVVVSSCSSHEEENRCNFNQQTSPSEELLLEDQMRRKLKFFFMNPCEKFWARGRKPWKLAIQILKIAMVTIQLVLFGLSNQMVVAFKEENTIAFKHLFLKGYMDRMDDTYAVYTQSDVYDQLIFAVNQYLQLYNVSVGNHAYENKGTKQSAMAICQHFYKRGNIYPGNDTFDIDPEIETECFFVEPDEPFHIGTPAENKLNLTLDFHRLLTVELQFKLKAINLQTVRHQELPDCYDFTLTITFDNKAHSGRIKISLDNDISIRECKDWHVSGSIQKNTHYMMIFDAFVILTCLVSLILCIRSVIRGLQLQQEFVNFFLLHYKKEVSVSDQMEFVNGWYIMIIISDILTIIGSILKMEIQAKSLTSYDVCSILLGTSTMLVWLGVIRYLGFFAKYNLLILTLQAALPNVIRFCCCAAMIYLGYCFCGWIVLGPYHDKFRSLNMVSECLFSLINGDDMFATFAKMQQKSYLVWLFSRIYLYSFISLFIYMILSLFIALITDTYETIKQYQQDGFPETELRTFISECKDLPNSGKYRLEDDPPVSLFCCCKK
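Material: TRPML3-YFP stable HEK293 cells | Dosing: One concentration, 3 µM nominal, 0.3% DMSO | Timing: 125 s total fluorescence read per well | Technique: Fluo-8 calcium dye fluorescence, ex 470-495, em 515-575 nm | Measure: Percent activation from peak-to-basal fluorescence ratio, scaled between DMSO and carbachol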
BaF3 tox = parental Ba/F3 viability inhibition as JAK2V617F counter-screen. actives 1.1% (n = 220,000). CellTiter-Glo ATP luminescence. inhibition, % at 5.6 µM;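 active means inhibition above a per-campaign cutoff, the mean inhibition of all tested compounds plus 3 SD, cut at about 27% in these data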;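 further: 0% = DMSO wells and 100% = JAK Inhibitor I control wells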
TNF death inh = blocks TNF-alpha induced death of Jurkat FADD-/- cells. AID 463075. Jurkat FADD-/- TNF necroptosis rescue, ATP luminescence, 24 h; 0 = TNF only, 100 = no-TNF cells. activation (protection from cell death), % at 10 µM. actives 0.068% (n = 220,000);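 active means activation, meaning protection from cell death, of at least 50% relative to plate controls; inactive means activation below 50%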;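 further: necroptosis triggered by 40 ng/mL TNF-alpha added together with compound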
Ba/F3 V617F tox = reduce viability of Ba/F3 cells dependent on JAK2V617F; Ba/F3 EpoR-JAK2V617F viability, ATP luminescence; inhibition, % at 5.6 µM; actives 1.1% (n = 220,000); AID 1446;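 active means inhibition above the campaign mean plus 3 SD over all tested compounds, cut at about 24% in these data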;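 further: cytokine-independent growth of Ba/F3 cells driven by EpoR plus mutant JAK2; 0% = DMSO-treated cells and 100% = JAK inhibitor I control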
Wee1 degr inh = inhibitors of human Wee1 degradation; reporter increase, % at 5 µM; actives 1.2% (n = 220,000); AID 1321; P30291; HeLa Luc-Wee1K328M stability, luciferase luminescence; 100% = proteasome inhibitor MG132 effect;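 active means activation above the mean of all tested compounds plus 3 SD, set per screening run, cut at about 8.8% in these data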;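 further: cells exposed to compound for 20 h before luminescence read; 0% = DMSO alone and 100% = MG132 at 30 µM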
CHOP inh = CHOP inhibition in unfolded protein response. CHO-K1 CHOP-promoter luciferase, tunicamycin-induced, 15-18 h. inhibition, % at 10 µM. actives 3.8% (n = 220,000);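 active means compounds that reduced the stress-induced luciferase reporter signal by more than about 70% of percent inhibition, limit read from the data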;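 further: 0% = tunicamycin plus vehicle and 100% = wells without tunicamycin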
PPC-1+TRAIL kill = PPC-1 cancer cell killing with TRAIL present; PPC-1 cells + TRAIL, ATPLite viability luminescence; cell killing (% activity), % at 4 µM; actives 0.41% (n = 220,000);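 active means cell killing above 50% in the first pass at 4 µM, then a duplicate retest at 5 µM averaging 50% or more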;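 further: plate controls were cells with TRAIL plus DMSO for no effect and medium-only wells lacking cells for full effect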
TRPN1 ag = agonists of zebrafish TRPN1 channel | HEK293 zebrafish TRPN1-YFP, Fluo-8 calcium fluorescence; 100% = response to 87 µM carbachol | activation, % at 3 µM | actives 0.18% (n = 220,000) | AID 1424;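 active means activation above its plate's cutoff, the mean activation of test wells on that plate plus 3 SD, cut at about 19% in these data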;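 further: 0% = DMSO alone and 100% = 87 µM carbachol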
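Control set: carbachol 87 µM as high control, DMSO as low control; system: HEK293 stable line with zebrafish TRPN1-YFP; read-out: % activation versus carbachol response; detection: intracellular calcium fluorescence with Fluo-8; doses: single test compound dose, 3 µM nominal, 0.3% DMSO; schedule: dye 1 h 37 °C plus 30 min RT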
RBBP9 inh = human RBBP9 hydrolase inhibition. O75884. recombinant RBBP9, FP-Rh probe fluorescence polarization. inhibition, % at 7.94 µM. actives 0.2% (n = 220,000);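 active means inhibition above the campaign mean of all tested compounds plus 3 SD, cut at about 14% in these data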;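 further: plate controls were DMSO wells with RBBP9 for no effect and wells lacking RBBP9 protein for full effect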
Target sequence (O75884 whole entry, looked up): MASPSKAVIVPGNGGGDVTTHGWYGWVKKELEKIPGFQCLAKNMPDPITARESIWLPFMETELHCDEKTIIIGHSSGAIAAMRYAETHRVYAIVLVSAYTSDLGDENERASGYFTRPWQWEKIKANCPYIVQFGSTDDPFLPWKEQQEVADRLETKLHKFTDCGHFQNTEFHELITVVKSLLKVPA
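Test system: recombinant human RBBP9; Timing: 30 min then 45 min, 25 °C; Detection: fluorescence polarization; Control set: RBBP9 with DMSO as uninhibited control, no-protein wells as full inhibition; Compound dosing: one concentration, 7.94 µM nominal, 0.794% DMSO; Probe or stimulus: FP-Rh activity-based probe, 375 nM before mixing.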
* = called active by the depositor; nt = not tested or not shown. An unsorted share of the library; about 6.8% have a hit in one of these screens.

1: COc1ccc(/C=N/n2c(N)nc(-c3ccccc3)c2-c2ccccc2)cc1
2: COc1ccccc1NS(=O)(=O)c1cccc(NC(=O)C2CC(=O)N(Cc3ccccc3)C2)c1 (configuration not stated)
3: O=C(CSCc1ccccc1)NCCCN1CCOCC1
4: COc1ccccc1C(=O)Oc1cc(N)n(S(=O)(=O)c2ccc(C)cc2)n1
5: O=C(O)c1cc(Nc2nc(N3CCOCC3)nc(N3CCOCC3)n2)ccc1Cl

entry no.,1,2,3,4,5
TRPML3 agonist,-0.5,1.6,0.8,-0.7,0.2
BaF3 tox,0,9,2,4,0
TNF death inh,-10,0.8,0.9,1.2,-1.1
Ba/F3 V617F tox,0,2,-2,-3,0
Wee1 degr inh,-1,4,1,2,-3
CHOP inh,104*,31,29,79*,-15
PPC-1+TRAIL kill,2,2,6,2,9
TRPN1 ag,-2.4,-0.5,0.3,-2.1,1.3
RBBP9 inh,-2,-15,-7,-2,-12

Printed as active in CHOP inh, of those listed so far:
| nr | SMILES | TRPML3 agonist | Wee1 degr inh | CHOP inh | RBBP9 inh |
| --- | --- | --- | --- | --- | --- |
| 1 | COc1ccc(/C=N/n2c(N)nc(-c3ccccc3)c2-c2ccccc2)cc1 | -0.5 | -1 | 104* | -2 |
| 4 | COc1ccccc1C(=O)Oc1cc(N)n(S(=O)(=O)c2ccc(C)cc2)n1 | -0.7 | 2 | 79* | -2 |

Continued:
6: Cc1ccc(-n2nnnc2-c2cnc(-c3cccnc3)nc2C(F)(F)F)cc1
7: O=C(NC(=S)N1CCN(c2c(Cl)cccc2[N+](=O)[O-])CC1)c1cccs1
8: O=C(c1ccc2c3c(cccc13)CC2)N1CCN(c2ncccn2)CC1
9: O=C(CSc1nc(O)cc(=O)n1-c1ccccc1)N1CCCCC1
10: Cc1c(N/N=C(\C#N)C(=O)c2ccccc2)c(=O)n(-c2ccccc2)n1C

entry no.,6,7,8,9,10
TRPML3 agonist,0.4,-0.7,0.1,0.6,1.0
BaF3 tox,3,6,3,4,10
TNF death inh,-9.5,-4.7,0.7,-1.6,-6.8
Ba/F3 V617F tox,-2,-2,-1,5,12
Wee1 degr inh,-3,-1,8,0,3
CHOP inh,41,-2,nt,-15,54
PPC-1+TRAIL kill,15,-3,nt,36,39
TRPN1 ag,-0.1,-0.1,0.8,-0.9,1.0
RBBP9 inh,-3,1,-7,6,2

11: CCN(CC)C(=O)C(=O)c1cn(CC(=O)N2CCc3ccccc3C2)c2ccccc12
12: C=CCSc1nc(N2CCOCC2)c2c(c1C#N)CC(C)(C)N(C)C2
13: O=C(Nc1cc(S(=O)(=O)N2CCOCC2)ccc1Cl)C(=O)c1c(-c2ccccc2)cc2ccccn12
14: Cc1c(NC(=O)c2cc(C3CC3)on2)c(=O)n(-c2ccccc2)n1C
15: COc1ccc(N2CCC(CNC(=S)Nc3cc(C)cc(C)c3)C2)cc1 (configuration not stated)

entry no.,11,12,13,14,15
TRPML3 agonist,-0.1,1.6,-0.1,0.7,-0.5
BaF3 tox,1,1,5,6,-2
TNF death inh,0.7,-0.3,-1.8,1.1,-16
Ba/F3 V617F tox,-4,3,-2,1,8
Wee1 degr inh,2,6,2,1,1
CHOP inh,-3,-9,53,-23,17
PPC-1+TRAIL kill,10,-18,-11,22,6
TRPN1 ag,-1.9,2.0,-0.8,1.0,-1.1
RBBP9 inh,-6,-2,-14,-6,-3

16: O=C(Nc1ccc2c(c1)nc1n2CCN(C2CCCCC2)C1)c1ccco1
17: Cn1nc(C(F)(F)F)c(-c2ccc(F)cc2)c1NC(=O)c1ccco1
18: CCOC(=O)c1ccc(N2CSC3=C(C#N)C(c4ccc(OC)cc4OC)CC(=O)N3C2)cc1 (configuration not stated)
19: Cc1c(Br)c([N+](=O)[O-])nn1CCCC(=O)Nc1sc2c(c1C(N)=O)CCC(C)C2 (configuration not stated)
20: O=C(/C=C/c1ccc(Cl)c([N+](=O)[O-])c1)Nc1cccc(NC(=O)c2ccco2)c1

entry no.,16,17,18,19,20
TRPML3 agonist,0.2,0.6,0.6,0.8,0.0
BaF3 tox,-5,3,5,7,-1
TNF death inh,5.5,-3.4,-1.2,1.5,0.3
Ba/F3 V617F tox,-2,0,1,-1,-3
Wee1 degr inh,0,5,0,2,1
CHOP inh,-18,9,-27,68,-23
PPC-1+TRAIL kill,5,16,-25,29,33
TRPN1 ag,1.3,-1.2,0.8,-0.3,3.0
RBBP9 inh,-2,-2,-6,3,-17

21: COc1ccc(-c2noc(CSc3nnc(CCc4ccccc4)n3-c3ccccc3)n2)cc1OC
22: O=C(NCc1c(F)cccc1F)c1cc(COc2c(F)cccc2F)on1
23: CN(C)c1nc(N(C)C)nc(N2CC(CCl)OC2=N)n1 (configuration not stated)
24: CC(C)Cn1cnc2c1c(=O)n(CC(=O)N(C)C)c(=O)n2Cc1ccccc1
25: COCCSc1ccccc1C(=O)Nc1ccccc1C#N

entry no.,21,22,23,24,25
TRPML3 agonist,-0.1,-0.6,0.7,0.8,0.4
BaF3 tox,4,9,5,6,4
TNF death inh,0.1,1.5,-0.5,-1.0,0.3
Ba/F3 V617F tox,0,0,3,1,-1
Wee1 degr inh,0,1,0,1,-3
CHOP inh,47,10,-3,23,20
PPC-1+TRAIL kill,1,20,9,-12,11
TRPN1 ag,-1.6,-0.3,-1.0,0.6,0.7
RBBP9 inh,-9,-8,0,-6,1

2 of the compounds above, with tabs:
No.	Molecule	TRPML3 agonist	BaF3 tox	TNF death inh	Ba/F3 V617F tox	Wee1 degr inh	CHOP inh	PPC-1+TRAIL kill	TRPN1 ag	RBBP9 inh
7	O=C(NC(=S)N1CCN(c2c(Cl)cccc2[N+](=O)[O-])CC1)c1cccs1	-0.7	6	-4.7	-2	-1	-2	-3	-0.1	1
6	Cc1ccc(-n2nnnc2-c2cnc(-c3cccnc3)nc2C(F)(F)F)cc1	0.4	3	-9.5	-2	-3	41	15	-0.1	-3

The listing continues.
26: COc1ccc(-c2cn[nH]c2-c2ccc(OCc3ccc([N+](=O)[O-])cc3)cc2O)cc1OC
27: O=C(O)COc1ccc(NC(=O)c2ccc(NC(=O)c3ccco3)cc2)cc1
28: CC(C)(Oc1ccc(Cl)cc1)C(=O)NC1=NN(c2ccccc2)C(=O)C1
29: Cc1cc(C)n2nc(SCCOc3ccc(F)cc3)nc2n1
30: O=c1/c(=C/c2ccc(O)c([N+](=O)[O-])c2)sc2nc3ccccc3n12

entry no.,26,27,28,29,30
TRPML3 agonist,0.1,0.4,0.5,0.1,-0.4
BaF3 tox,2,3,8,7,-2
TNF death inh,-12,0.3,0.6,2.8,2.7
Ba/F3 V617F tox,-1,-1,0,-1,-2
Wee1 degr inh,3,-2,-1,-4,5
CHOP inh,67,0,25,-5,-15
PPC-1+TRAIL kill,16,18,4,7,-2
TRPN1 ag,0.1,0.7,-0.9,-1.0,0.1
RBBP9 inh,-15,1,-8,-4,0

31: O=C(N/C(=C/c1cccs1)C(=O)N1CCCCCC1)c1ccccc1
32: O=[N+]([O-])c1cccc(CSc2cccc[n+]2[O-])c1
33: O=C(OCC(=O)c1c[nH]c2ccccc12)c1cccc(S(=O)(=O)N2CCCCCC2)c1
34: Cc1ccc(C)c(N2CCN(c3ncnc4c3cnn4-c3ccccc3)CC2)c1
35: CC(=O)OC(C(=O)NC1CCCCC1)c1ccccc1 (configuration not stated)

entry no.,31,32,33,34,35
TRPML3 agonist,0.4,-0.1,0.3,0.3,-0.2
BaF3 tox,0,1,4,-2,-1
TNF death inh,-2.5,0.2,2.9,0.0,15
Ba/F3 V617F tox,-3,3,2,-3,1
Wee1 degr inh,1,1,-2,0,-1
CHOP inh,11,-1,48,33,42
PPC-1+TRAIL kill,27,-1,15,11,12
TRPN1 ag,-0.1,2.7,2.1,0.4,0.3
RBBP9 inh,-4,-5,-11,-4,-9

36: OC1CCN(c2cc(-c3ccccc3)nc3cc(-c4ccc(F)cc4)nn23)CC1
37: COc1ccc(NC(=O)C(NC(=O)c2ccccc2)C(C)C)cc1 (configuration not stated)
38: O=C(c1ccc2c(=O)n(C3CCCC3)c(=S)[nH]c2c1)N1CCN(C2CCCCC2)CC1
39: COc1cc(O)oc1C=Nc1ccc(C(F)(F)F)cc1
40: Cc1cc(S(=O)(=O)N2CCN=C2c2ccccc2)c(C)cc1Cl

entry no.,36,37,38,39,40
TRPML3 agonist,0.2,0.4,0.8,0.2,0.7
BaF3 tox,11,7,3,7,0
TNF death inh,2.6,0.2,-1.8,-3.6,0.9
Ba/F3 V617F tox,6,-1,1,-1,1
Wee1 degr inh,2,-2,-3,3,-3
CHOP inh,52,-6,66,32,45
PPC-1+TRAIL kill,-8,6,24,-2,9
TRPN1 ag,2.1,-0.5,0.2,0.7,-0.9
RBBP9 inh,-9,8,0,10,-5

Looked up above.
TNF death inh, entry 29 reads 2.8
TRPN1 ag, entry 17 reads -1.2

Continuation:
41: CC1CC(=O)NN1C(=O)c1ccccc1 (configuration not stated)
42: CCCN(CCC)CCCNC(=S)Nc1ccc2nc3n(c(=O)c2c1)CCCCC3
43: CCOC(=O)c1cnc2c(OC)cccc2c1N1CCN(c2ccccc2OC)CC1
44: CCOC(=O)c1c(NC(=O)c2c(Br)cnn2C)c(C#N)nn1-c1ccccc1
45: Cc1cc(Br)cc(Cl)c1OCC(=O)NC(=O)NCc1ccccc1
46: CCOC(=O)C(Cc1ccc(NC(=O)/C(=C/c2ccccc2)NC(=O)c2ccccc2)cc1)N1C(=O)c2ccccc2C1=O (configuration not stated)
47: CN(C(=O)CCl)C1CCCc2ccccc21 (configuration not stated)
48: CCOC(=O)N1CCN(S(=O)(=O)c2cccc3cccnc23)CC1

entry no.,41,42,43,44,45,46,47,48
TRPML3 agonist,0.6,0.8,-2.0,0.5,0.4,0.4,0.0,0.0
BaF3 tox,1,3,6,0,8,8,5,2
TNF death inh,-0.3,3.3,-4.4,-0.9,0.6,-8.2,-13,0.7
Ba/F3 V617F tox,-1,-3,7,-1,-2,0,6,0
Wee1 degr inh,-2,-1,-1,5,4,0,-1,-2
CHOP inh,8,30,31,-6,68,16,106*,17
PPC-1+TRAIL kill,13,2,17,11,1,15,18,9
TRPN1 ag,2.3,-0.4,-2.0,2.1,-0.4,2.4,0.7,0.4
RBBP9 inh,-6,-10,-5,-2,-4,-15,-3,-9
